Screening results (PubChem BioAssay)
TDP1 inh = blocks human tyrosyl-DNA phosphodiesterase 1; Potency, µM (series often up to 130 µM), inactives show at the highest dose activity change, negative = inhibition, hits mostly inhibitors; Q9NUW8; 0.28% of 350,000 active; AID 485290; recombinant TDP1, AlphaScreen DNA substrate cleavage; also: nearly all actives have a fitted effect of over 40% in size
Target sequence (Q9NUW8 whole entry, looked up): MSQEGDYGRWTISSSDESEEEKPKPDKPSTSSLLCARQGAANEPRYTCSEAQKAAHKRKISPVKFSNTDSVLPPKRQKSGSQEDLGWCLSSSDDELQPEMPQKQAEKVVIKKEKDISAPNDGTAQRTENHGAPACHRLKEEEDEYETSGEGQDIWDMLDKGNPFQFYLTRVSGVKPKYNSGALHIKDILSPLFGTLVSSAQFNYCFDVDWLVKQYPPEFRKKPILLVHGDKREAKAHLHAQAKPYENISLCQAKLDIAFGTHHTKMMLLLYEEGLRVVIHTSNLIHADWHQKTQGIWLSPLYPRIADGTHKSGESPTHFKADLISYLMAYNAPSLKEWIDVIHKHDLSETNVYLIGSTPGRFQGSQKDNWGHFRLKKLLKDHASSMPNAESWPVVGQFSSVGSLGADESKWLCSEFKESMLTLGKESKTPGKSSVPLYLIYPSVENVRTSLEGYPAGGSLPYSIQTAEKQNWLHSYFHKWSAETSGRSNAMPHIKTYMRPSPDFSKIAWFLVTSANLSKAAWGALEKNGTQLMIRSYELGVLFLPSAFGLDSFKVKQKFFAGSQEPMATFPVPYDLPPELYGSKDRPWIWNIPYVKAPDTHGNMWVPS
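Recombinant E. coli-expressed Tdp1 (1 nM) preincubated with compound 15 min at RT, then 5'-biotin/3'-phosphotyrosine-FITC DNA substrate (15 nM) added for 5 min. AlphaScreen beads (10 ug/ml) added, 10 min RT; tyrosine-FITC cleavage read as signal loss.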
DT40 TDP1 CPT = DT40-hTDP1 cell growth loss with CPT; 12% of 420,000 active; Potency, µM (series often up to 46.2 µM), for inactives: top-dose activity change, negative = growth inhibition, actives largely listed as inhibitors; chicken DT40 Tdp1-/-;hTDP1 cells + 20 nM CPT, ATP luminescence, 48 h; also: nearly all actives have a fitted effect of over 55% in size
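Cell growth measured by CellTiter-Glo luminescence after a minimum 48 h, 37 C compound exposure with 20 nM CPT in Tdp1-knockout DT40 cells stably expressing hTDP1, seeded 400/well; qHTS titration format.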
DT40 TDP1 no CPT = qHTS for Inhibitors of human tyrosyl-DNA phosphodiesterase 1 (TDP1): qHTS in cells in absence of CPT; DT40 Tdp1-/- hTDP1 cells, no CPT, ATP luminescence, 48 h; Potency, µM (series often up to 46.2 µM), for inactives: top-dose activity change, negative = growth inhibition, usual class: inhibitors; 15% of 420,000 active; also: nearly all actives have a fitted effect of over 55% in size
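Readout: luminescence from CellTiter-Glo after 30 min in the dark at RT. Cells: DT40 Tdp1-/- with stable hTDP1, 400/well. Exposure: compounds alone, ≥48 hr, 37 °C.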
Starred values were filed as active, the others as inactive; ? = inconclusive; · = not tested or not shown. Calls follow the shape of the dose curve; as a rule, active = well fitted curve in the direction sought with a large enough effect; inconclusive = small, poorly fitted or top-dose-only effect, or another doubt; inactive = no such curve, though single readings can be large; an effect the other way counts as inactive or inconclusive. % is scaled to controls: 0 for no effect and ±100 for the full control effect; potency is read from the fitted curve at half-maximal effect.

The first 5 compounds as a preview:
SMILES	TDP1 inh	DT40 TDP1 CPT	DT40 TDP1 no CPT
CC(Oc1ccc(F)cc1)C(=O)Nc1cccc(-c2nn[nH]n2)c1 (stereo not drawn)	5%	-22%	20%
N#Cc1ccc(OCC(=O)N2CCCC2=O)cc1	2%	3%	-7%
CC(NC(=O)NCCCC(=O)O)(C(F)(F)F)C(F)(F)F	7%	-22%	-24%
C=CCNC(=O)C(=O)NCCOc1ccccc1Cl	-3%	12µM*	?
O=C(Nc1nnc(S(=O)(=O)Nc2ccccc2)s1)C1CCCCC1	5%	?	?

Main list (from the top)
SMILES	TDP1 inh	DT40 TDP1 CPT	DT40 TDP1 no CPT
CC(Oc1ccc(F)cc1)C(=O)Nc1cccc(-c2nn[nH]n2)c1 (stereo not drawn)	5%	-22%	20%
N#Cc1ccc(OCC(=O)N2CCCC2=O)cc1	2%	3%	-7%
CC(NC(=O)NCCCC(=O)O)(C(F)(F)F)C(F)(F)F	7%	-22%	-24%
C=CCNC(=O)C(=O)NCCOc1ccccc1Cl	-3%	12µM*	?
O=C(Nc1nnc(S(=O)(=O)Nc2ccccc2)s1)C1CCCCC1	5%	?	?
CC(=O)Nc1cccc(NC(=O)CCc2ccccc2)c1	-5%	-21%	-13%
CCCn1c(SCC(=O)NC(C)(C)C)nnc1-c1ccco1	1%	9%	0%
CCCCN1C(=O)CC(Sc2ccccc2C(=O)O)C1=O (stereo not drawn)	0%	1%	9%
CC(=O)c1c(C)oc2c1cc(NS(=O)(=O)c1ccc(C(=O)O)cc1)c1ccccc12	12%	2%	4%
Cc1oc(C(C)(C)C)cc1C(=O)NCc1ccc2c(c1)OCO2	0%	-8%	?
Cc1ccc(NC2=C(N3CCCCC3)C(=O)c3ccccc3C2=O)cc1	-1%	2.6µM*	2.3µM*
Cc1ccc(NC(=O)c2cn3c4c(ccc(Cl)c4c2=O)OC(C)C3)c(C)c1 (stereo not drawn)	1%	-19%	-26%
COc1cccc(C2C(C#N)=C(N)Oc3c2oc(CO)cc3=O)c1OC (stereo not drawn)	2%	-21%	-6%
CCOc1cc(C(C(=O)NCC2CCCO2)N(C(=O)Cn2nnc3ccccc32)c2ccc(C(C)=O)cc2)ccc1O (stereo not drawn)	-7%	4%	3%
Cc1cccc(Nc2c3c(nc4nncn24)CCC3)c1	2%	-24%	-23%
COc1cc(OC)cc(C(=O)NCC(=O)N2CCC(C)CC2)c1	3%	0%	-15%
OC(c1ccccc1)c1nccc2ccccc12 (stereo not drawn)	5%	-4%	-13%
N#CCCn1c(C(C#N)(CCC#N)CCC#N)nc2ccccc21	-2%	2%	3%
CCCN(CCC)CC(O)Cn1cc(/C=C/C(=O)c2ccc(Br)cc2)c2ccccc21 (stereo not drawn)	0%	3.3µM*	4.6µM*
COc1ccc(CN(C(=S)Nc2ccccc2)C2CC(=O)N(c3ccccc3)C2=O)cc1 (stereo not drawn)	-8%	?	?
Cc1ccc(CN(C(=O)c2csnn2)C(C(=O)NC2CCCC2)c2cccnc2)cc1 (stereo not drawn)	10%	-17%	-10%
C/C(=C\c1ccccc1)C(=O)N1CCN(Cc2ccc3c(c2)OCO3)CC1	5%	-20%	-14%
CCOC(=O)C1CCN(Cc2c(O)ccc3ccccc23)CC1	6%	0%	-13%
COc1ccc(-c2cn[nH]c2-c2ccc(OCc3ccc(F)cc3)cc2O)cc1OC	·	21µM*	23µM*
CCC(c1nnnn1CCOC)N(Cc1ccc(C)cc1)Cc1cc2cc(OC)ccc2[nH]c1=O (stereo not drawn)	?	?	7.3µM*
CC(=O)c1cccc(NC(=O)COC(=O)CCC(=O)c2cccs2)c1	-1%	19%	1%
CCCCNC(=O)CSc1nnc(-c2cccc(S(=O)(=O)N3CCOCC3)c2)o1	0%	0%	21%
O=C(/C=C/c1cccc(Cl)c1)OCC(=O)c1ccc[nH]1	·	1%	4%
Cc1ccc(OCC(=O)OC2CCCN(C)C2)cc1 (stereo not drawn)	-6%	1%	9%
CCOCCCn1c(C)nc2c(c1=O)c1nc3ccccc3nc1n2-c1ccc(C)cc1	0%	?	-27%
CN(C)S(=O)(=O)N1CCN(c2cccc(Cl)c2)CC1	11%	0%	-23%
CC(=O)N1CCN(C(=O)/C(C#N)=C/c2ccc3c(c2)OCO3)CC1	8%	4%	5%
CCCCN(C)C(=O)c1nc2ccccn2c1CN1CCN(c2cnccn2)CC1	3%	5%	4%
CCN(CC)c1ccc(C=C(c2nnnn2-c2ccccc2)c2nnnn2-c2ccccc2)cc1	5%	?	10µM*
CCCOc1ccc(N2C(=O)CC(N(Cc3ccco3)C(=O)CC)C2=O)cc1 (stereo not drawn)	1%	-12%	-8%
CN(c1ccc(C(=O)NC2CCCCC2)cc1)S(=O)(=O)c1ccccc1	·	?	?
O=C(OCC(=O)c1ccc(Cl)s1)c1cnccn1	2%	-4%	1%
Cc1cc(F)ccc1S(=O)(=O)Nc1ncnc2sc3c(c12)CCC3	5%	?	?
Cc1ccc(-c2nnn(CC(=O)Nc3cccc4cccnc34)n2)o1	2%	?	?
Cc1ccc(S(=O)(=O)N2CCCC2C(=O)Nc2cc(C)on2)cc1 (stereo not drawn)	4%	-19%	-3%
CC(C)(C)C1CCc2c(C(=O)N/N=C/c3cccs3)csc2C1 (stereo not drawn)	2%	14µM*	?
CC(C)Cc1cc(C(=O)NCCN2CCOCC2)no1	2%	-25%	3%
O=C(Nc1ccccc1Cl)c1cccs1	4%	4%	-7%
CC(=O)N(C)c1ccc(NC(=O)Nc2ccc(C)cc2)cc1	-6%	-25%	19%
COc1ccc(NC(=O)C(=O)NNC(=O)COc2ccc(OC)cc2)cc1	6%	?	-1%
Cc1ccc(NC(=O)NCc2ccccn2)cc1Cl	4%	5%	7%
Cc1cc(SCc2ccc(F)cc2)nc(=O)[nH]1	-9%	-2%	-9%
COc1ccc(NC(=O)C2=C(C)Nc3nc(CCCO)nn3C2c2ccc(O)cc2)cc1 (stereo not drawn)	-3%	-15%	15%
CC(=O)Nc1ccc(/C(C)=N/NC(=O)c2ccc(COc3ccccc3Cl)o2)cc1	·	3%	-1%
NC(=O)c1c(/N=C/c2cccnc2)sc2c1CCCC2	-4%	?	?

Additional structures follow:
SMILES	TDP1 inh	DT40 TDP1 CPT	DT40 TDP1 no CPT
CCC(C(=O)Nc1c(C)cc(C)cc1C)n1c(=O)c(-c2ccccc2NC(C)=O)nc2ccccc21 (stereo not drawn)	6%	-23%	?
O=C(c1cc2cc(Br)cc(Br)c2oc1=O)N1CCCC1	0%	-13%	5%
COc1ccc(NC(=O)OC(CN2CCCCC2)C(F)(F)F)cc1 (stereo not drawn)	2%	4%	-8%
Cc1c(-c2ccccc2)[n+](=O)c(-c2ccc(Cl)cc2)c(C)n1[O-]	-3%	14%	-19%
CCCCn1c(N)c(N(Cc2ccccc2OC)C(=O)c2ccc([N+](=O)[O-])s2)c(=O)[nH]c1=O	·	?	18µM*
Cc1ccccc1NC(=O)C1CCCN(S(=O)(=O)c2ccc3c(c2)C(C)(C)C(=O)N3C)C1 (stereo not drawn)	·	8%	?
CC(C(=O)NCCS(=O)(=O)c1ccc(Cl)cc1)S(=O)(=O)c1ccc(Cl)cc1 (stereo not drawn)	2%	-12%	-29%
O=C(C[n+]1ccsc1)c1ccccc1	5%	?	?
CC(C)(C)c1ccc(-c2nnc(SCCC#N)n2C2CCCC2)cc1	-1%	18µM*	18µM*
O=C(c1cccc(S(=O)(=O)N2CCOCC2)c1)N1CCOCC1	1%	3%	3%
CCC(C)[C@H]1CN=C(N)N1CC1CCCCC1 (stereo partly drawn)	·	2.6µM*	2.3µM*
O=C(Nc1cccc(Cl)c1)c1cncn1-c1ccc(F)cc1	-1%	-3%	-3%
COC(=O)c1cc2c(C)cc3ccc(C)cn3c-2c1C(=O)OC	·	?	?
CCC1CCc2sc(C(=O)N3CCN(c4ccccn4)CC3)cc2C1 (stereo not drawn)	·	?	?
Cn1c(Cc2cccs2)nnc1SCC(=O)N1CCc2ccccc21	2%	-1%	-34%
CCOc1ccc(C(C)NC(=O)CCC(=O)O)cc1 (stereo not drawn)	3%	-1%	-2%
CC(=O)c1ccc(-c2nc3c4ccccc4ccn3c2C(C)=O)o1	-2%	5%	-9%
COC(=O)c1cc(Br)cn1S(=O)(=O)c1ccccc1	·	?	?
CCCOc1ccc(C(=O)NCC(c2cccs2)N(C)C)cc1 (stereo not drawn)	3%	-2%	-27%
Cc1cc(C)cc(NC(=O)N2CCN3CCCCC3C2)c1 (stereo not drawn)	3%	-15%	-7%
COc1cccc2cc(C(=O)N3CCN(c4ccccc4F)CC3)c(=O)oc12	7%	-8%	12%
Cc1cc(NS(=O)(=O)c2ccc(C3CCCCC3)cc2)no1	4%	-24%	-6%
O=[N+]([O-])c1ccc(Cl)c(/C=N/N2CCN(Cc3ccc(Cl)cc3)CC2)c1	9%	2%	-2%
CCCS(=O)(=O)NC(=O)C1(C)CCN(C(=O)c2cc(C(C)(C)C)nn2C)C1 (stereo not drawn)	·	3%	-7%
CCOc1ccccc1NC(=O)C1CCN(S(C)(=O)=O)CC1	·	?	20%
COc1ccccc1OCCn1c(COc2cc(C)ccc2C)nc2ccccc21	5%	?	?
CC(C)CCOc1ccc(C(=O)NCC(c2cccs2)N2CCOCC2)cc1 (stereo not drawn)	·	?	?
CCOc1ccc(C2CC(=O)NC(NC(=O)c3ccc(C)cc3)=N2)cc1 (stereo not drawn)	7%	20%	-12%
O=C(Nc1cc2c(cc1Br)OCCO2)c1cccnc1	7%	-6%	3%
CC(=O)Nc1ccc(NC(=O)C(C)OC(=O)c2cccc(S(=O)(=O)N3CCCCC3)c2)cc1 (stereo not drawn)	-1%	-2%	?
O=C(O)c1ccccc1C(=O)Nc1ccc(Nc2ccc([N+](=O)[O-])cc2[N+](=O)[O-])cc1	·	-3%	-17%
COC(=O)c1ccccc1-c1ccc(/C=N/Nc2nc(N3CCCC3)nc(N3CCCC3)n2)o1	-4%	?	23µM*
Cc1c(C(=O)N2CCOCC2)c(S(=O)(=O)Nc2ccccc2F)c(C)n1C	5%	0%	26%
Cc1cccc(OCCn2c(=O)oc3ccc(C)cc32)c1	-3%	-10%	1%
Cc1cc(C)cc(N(C)S(=O)(=O)c2nnc(NC(=O)COc3ccc(C)c(C)c3)s2)c1	-4%	-13%	-13%
O=C(c1cccs1)c1sccc1Cc1ccccc1	·	-18%	-23%
O=C1NC(c2cccc(Cl)c2)Nc2ccccc21 (stereo not drawn)	6%	13µM*	16µM*
Cc1sc(NC(=O)CSc2nc(N)cc(N)n2)c(C#N)c1C	·	?	-25%
CCOCCCNC(=O)c1cn(CC)c2ccc(S(=O)(=O)N3CCC(C)CC3)cc2c1=O	2%	-29%	-9%
CN1CCc2c(sc(/N=C/c3ccco3)c2C(N)=O)C1	1%	-15%	-25%
O=C(O)c1cc(S(=O)(=O)Nc2cccc(Oc3ccccc3)c2)ccc1Br	5%	-1%	8%
CC(C)Cn1cnc2c1c(=O)n(CC(O)c1ccccc1)c(=O)n2CC(C)C (stereo not drawn)	-1%	-28%	-11%
CCC(=O)N1CCc2cc(Br)cc(S(=O)(=O)N3CCCC(C(=O)Nc4ccc(C(C)C)cc4)C3)c21 (stereo not drawn)	4%	-26%	?
COc1ccccc1NC(=O)Cn1nnc(-c2ccccc2NC(=O)c2cnccn2)n1	5%	?	-15%
COc1cccc(/C(O)=C/c2nc3ccc(C(=O)NCCc4cccc(C)c4)cc3[nH]c2=O)c1	0%	-87%	-88%

Structural class: the entries above containing an aryl thioether with sulfur outside any ring (seven)
SMILES	TDP1 inh	DT40 TDP1 CPT	DT40 TDP1 no CPT
CCCn1c(SCC(=O)NC(C)(C)C)nnc1-c1ccco1	1%	9%	0%
CCCCN1C(=O)CC(Sc2ccccc2C(=O)O)C1=O (stereo not drawn)	0%	1%	9%
CCCCNC(=O)CSc1nnc(-c2cccc(S(=O)(=O)N3CCOCC3)c2)o1	0%	0%	21%
Cc1cc(SCc2ccc(F)cc2)nc(=O)[nH]1	-9%	-2%	-9%
CC(C)(C)c1ccc(-c2nnc(SCCC#N)n2C2CCCC2)cc1	-1%	18µM*	18µM*
Cn1c(Cc2cccs2)nnc1SCC(=O)N1CCc2ccccc21	2%	-1%	-34%
Cc1sc(NC(=O)CSc2nc(N)cc(N)n2)c(C#N)c1C	·	?	-25%

Three entries from above in another layout.
smiles: CCCCNC(=O)CSc1nnc(-c2cccc(S(=O)(=O)N3CCOCC3)c2)o1
  TDP1 inh = 0%
  DT40 TDP1 CPT = 0%
  DT40 TDP1 no CPT = 21%

smiles: O=C(OCC(=O)c1ccc(Cl)s1)c1cnccn1
  TDP1 inh = 2%
  DT40 TDP1 CPT = -4%
  DT40 TDP1 no CPT = 1%

smiles: COC(=O)c1cc2c(C)cc3ccc(C)cn3c-2c1C(=O)OC
  TDP1 inh = ·
  DT40 TDP1 CPT = ?
  DT40 TDP1 no CPT = ?
